# Screens: PubChem BioAssay, several laboratories
# Rab7 wt GTP bind: modulators of GTP binding to dog Rab7 wildtype GTPase; GST-Rab7 beads, fluorescent GTP binding, flow cytometry; actives lie on both sides; untreated = 100%, excess cold GTP = 0%; 0.055% of 190,000 active; GTP binding activity (percent of control), % at 10 µM;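 active means fluorescent GTP binding to Rab7 beads changed by at least 20 points from the 100% baseline, either direction, mostly lower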;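 further: median green fluorescence of bound Bodipy-FL-GTP per Rab7 bead population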
# Rac1 mut GTP: modulators of GTP binding to human Rac1 activated mutant; GST-Rac1 activated beads, fluorescent GTP binding, flow cytometry; actives lie on both sides; 100% means binding = to untreated wells; percent activity (GTP binding), % at 10 µM; 0.11% of 190,000 active; AID 764;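 active means GTP binding at least 20 percentage points away from the 100% baseline, in either direction, so actives lie on both sides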
# Pf gametocyte: kills late stage P. falciparum gametocytes | P. falciparum stage V gametocytes, ATP luminescence, 24 h | AID 743093 | inhibition, % at 10.9 µM | 0.065% of 150,000 active;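 active means inhibition above the mean plus 3 SD of compounds within the control limits, set per campaign, cut at about 38% in these data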;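 further: 0% = DMSO wells and 100% = medium only without gametocytes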
# Cdc42 wt: modulators (inhibitors or activators) of GTP binding to human Cdc42 wildtype; P60953; GST-Cdc42 beads, Bodipy-GTP binding, flow cytometry; actives lie on both sides; percent activity (GTP binding), % at 10 µM; 0.2% of 190,000 active; AID 761;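 active means percent activity GTP binding at least 20 points away from the 100% baseline, either down as inhibitor or up as activator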;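 further: median bead fluorescence of bound Bodipy-FL-GTP at 100 nM; 0% = excess unlabeled GTP control and 100% = no compound control; below 100% means less GTP binding so inhibitor and above means activator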
# Target sequence (P60953 whole entry, looked up): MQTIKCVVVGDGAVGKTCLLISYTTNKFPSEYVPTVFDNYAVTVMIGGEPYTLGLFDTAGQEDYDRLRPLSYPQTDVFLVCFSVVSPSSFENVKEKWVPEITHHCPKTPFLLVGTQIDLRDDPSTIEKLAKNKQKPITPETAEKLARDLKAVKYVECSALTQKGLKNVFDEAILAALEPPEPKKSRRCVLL
# Rab2 wt GTP: changes GTP binding to wildtype dog Rab2A, up or down; P61105; GST-Rab2 wt beads, Bodipy-GTP binding, flow cytometry; GTP binding activity, % at 10 µM; 0.19% of 190,000 active;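 active means GTP binding activity at least 20 points away from 100%, either lowered or raised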;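 further: 0% = beads with excess unlabeled GTP and 100% = no-compound control corrected for plate trend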
# Avidin bead fluor: avidin bead compound fluorescence profile; Avidin beads, compound fluorescence 488/530 nm, flow cytometry; stronger effect = higher value; fluorescence (KMESF) at 10 µM; 0.38% of 220,000 active; AID 1775; in the data active means fluorescence above about 47; further: inactives centre near 10
# ABCG2 block: blocks JC-1 efflux by human ABCG2 transporter. Q9UNQ0. IgMXP3 cells, flow cytometry. inhibition, % at 6.6 µM. AID 1325. 0.1% of 190,000 active;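 active means inhibition above 80%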;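 further: 0% = DMSO and 100% = nicardipine control wells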
# Target sequence (Q9UNQ0 whole entry, looked up): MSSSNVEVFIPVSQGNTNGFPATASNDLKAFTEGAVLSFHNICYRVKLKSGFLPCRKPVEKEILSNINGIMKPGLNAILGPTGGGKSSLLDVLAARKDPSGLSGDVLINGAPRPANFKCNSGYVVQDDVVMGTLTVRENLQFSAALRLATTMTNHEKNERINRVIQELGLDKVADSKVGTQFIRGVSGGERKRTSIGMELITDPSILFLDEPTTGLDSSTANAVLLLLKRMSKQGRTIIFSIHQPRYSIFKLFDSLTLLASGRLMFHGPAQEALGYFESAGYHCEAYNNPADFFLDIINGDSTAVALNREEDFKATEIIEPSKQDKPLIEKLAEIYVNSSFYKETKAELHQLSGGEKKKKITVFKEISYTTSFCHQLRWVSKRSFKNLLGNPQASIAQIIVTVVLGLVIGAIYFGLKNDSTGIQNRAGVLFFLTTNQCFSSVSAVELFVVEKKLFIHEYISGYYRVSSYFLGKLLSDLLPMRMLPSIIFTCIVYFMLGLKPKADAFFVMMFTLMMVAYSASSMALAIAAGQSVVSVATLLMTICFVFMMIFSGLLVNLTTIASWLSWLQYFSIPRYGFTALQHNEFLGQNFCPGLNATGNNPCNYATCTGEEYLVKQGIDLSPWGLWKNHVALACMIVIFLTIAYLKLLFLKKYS
#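 Test system: IgMXP3 (ABCG2) plus far-red-tagged CCRF-Adr (ABCB1) cells. Reagent: JC-1 dye as substrate. Timing: 10 min exposure at 25 °C with rotation, no wash. Measured by: flow cytometric JC-1 green MFI at 530 nm. Read-out: percent efflux inhibition, scaled nicardipine 100% to DMSO 0%. Control set: nicardipine and DMSO wells.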
# ABCB1 inh: human ABCB1 inhibition, ABCG2 as counter-screen | P08183 | CCRF-Adr cells, JC-1 efflux, flow cytometry | inhibition, % at 6.6 µM | 0.067% of 190,000 active | AID 1326; in the data active means inhibition above about 40%;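 further: 0% = vehicle and 100% = reference inhibitor; higher value means more JC-1 retained so stronger ABCB1 efflux block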
# Rac1 wt GTP bind: human Rac1 wildtype GTP binding, inhibitors and activators | GTP binding activity (% of control), % at 10 µM | GST-Rac1 beads, fluorescent GTP binding, flow cytometry; actives lie on both sides; 0 = cold GTP competed, 100 = untreated | P63000 | 0.27% of 190,000 active;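 active means GTP binding activity at least 20 points away from the 100% control level, either lower or higher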
# HRas wt GTP bind: modulators of GTP binding to human HRas wildtype. GTP binding activity, % at 10 µM. AID 759. P01112. GST-Ras wt beads, Bodipy-FL-GTP binding, flow cytometry; actives lie on both sides. 0.14% of 190,000 active;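 active means GTP binding activity at least 20% away from the 100% baseline, either lowered as inhibitor or raised as activator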;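 further: 0% = unlabeled GTP competition control and 100% = no-compound control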
# Target sequence (P01112 whole entry, looked up): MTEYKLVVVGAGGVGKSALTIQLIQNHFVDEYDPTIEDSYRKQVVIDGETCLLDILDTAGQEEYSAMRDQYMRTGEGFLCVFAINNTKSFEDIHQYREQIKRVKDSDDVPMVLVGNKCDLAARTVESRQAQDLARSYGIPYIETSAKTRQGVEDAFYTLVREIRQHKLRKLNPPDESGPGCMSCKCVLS
# GSH fluor: GSH bead compound fluorescence profile; GSH beads flow cytometry, compound fluorescence 488/530 nm; stronger effect = higher value; fluorescence (KMESF) at 10 µM; 0.25% of 190,000 active; in the data active means fluorescence above about 89;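 further: glutathione beads carrying GST-tagged Bcl family fusion proteins plus one bare bead set; values are compound well signal with DMSO vehicle wells as background; inactives centre near 16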
# * = called active by the depositor; · = no result given.
SMILES,Rab7 wt GTP bind,Rac1 mut GTP,Pf gametocyte,Cdc42 wt,Rab2 wt GTP,Avidin bead fluor,ABCG2 block,ABCB1 inh,Rac1 wt GTP bind,HRas wt GTP bind,GSH fluor
Cc1cccc(OCC(=O)N/N=C/CC(C)c2ccccc2)c1C (stereo not given),96.0,98.0,6.4,94.0,95.0,2,2.6,-0.1,98.0,97.0,6
CCOP(=O)(OCC)C(NC(=O)Nc1cccc(Cl)c1)C(N)=O (stereo not given),98.0,102.0,5.3,104.0,101.0,7,-2.8,0.0,103.0,100.0,9
COc1cccc(NC(=O)CSc2nnc(-c3ccoc3C)n2-c2ccccc2)c1,94.0,92.0,10.3,97.0,96.0,23,5.7,1.4,94.0,97.0,9
O=C1CSC2(CCCCC2)N1CCO,100.0,97.0,-7.6,100.0,98.0,8,1.6,0.5,98.0,99.0,46
COC(=O)CN(c1ccc(OC)cc1)S(=O)(=O)c1c(C)noc1C,95.0,97.0,11.2,98.0,98.0,9,6.5,0.0,100.0,100.0,32
COC(=O)c1ccc(NC2=CC(=O)CC(C)(C)C2)cc1,95.0,96.0,-5.8,99.0,96.0,7,1.3,0.6,101.0,98.0,5
C=C(C)COc1ccc2c(CC)cc(=O)oc2c1,110.0,97.0,-15.4,95.0,97.0,6,0.9,0.0,98.0,99.0,20
Cc1ccc(NC(=O)c2cccc(N3C(=O)CCC3=O)c2)nc1,101.0,100.0,·,106.0,104.0,14,4.4,0.1,104.0,102.0,23
CCn1c(COc2cccc3cccnc23)nnc1SCC(=O)O,95.0,97.0,·,97.0,98.0,7,1.3,0.4,98.0,98.0,28
CC1CCN(c2ccccc2NC(=S)NC(=O)c2ccc(-c3cccc([N+](=O)[O-])c3)o2)CC1,95.0,98.0,17.6,101.0,98.0,14,6.1,-0.1,103.0,98.0,27
COc1cc(/C=C(\C#N)c2nc(-c3cc4ccccc4oc3=O)cs2)ccc1O,100.0,100.0,-0.3,100.0,97.0,12,5.2,2.6,101.0,100.0,14
CCC(C)(C)C(=O)Nc1ccc(OC)cc1[N+](=O)[O-],94.0,94.0,·,95.0,92.0,11,3.7,0.5,92.0,95.0,28
Nc1nc(CSC(=S)N2CCN(c3ccccc3)CC2)nc(Nc2ccccc2)n1,99.0,99.0,·,97.0,99.0,11,2.0,0.5,100.0,99.0,18
Cc1cccc(NC(=S)N2CCC(c3nc4ccccc4o3)CC2)c1,93.0,98.0,·,99.0,97.0,5,16.7,1.2,101.0,99.0,21
CCOC(=O)NC(=O)CSc1nnnn1-c1ccc(C)cc1,96.0,100.0,·,102.0,99.0,7,3.6,0.9,102.0,99.0,49
CCC(=O)c1ccccc1OCCN1CCN(Cc2ccccc2)CC1,93.0,95.0,22.2,98.0,96.0,9,-0.5,0.3,96.0,97.0,16
COc1ccc(-c2cc(C(=O)N3CCOCC3)no2)cc1OC,103.0,99.0,18.0,100.0,100.0,11,1.9,0.3,103.0,103.0,41
NC(=O)NCCC1=CCCCC1,98.0,99.0,·,103.0,103.0,14,1.4,0.4,100.0,102.0,21
COc1cc(C(=O)NC(CCSC)C(=O)OCC(=O)NC(=O)C2CCCCC2)cc(OC)c1OC (stereo not given),106.0,99.0,·,101.0,100.0,9,12.7,0.5,99.0,102.0,11
O=C(Cc1ccc(F)cc1)N/N=C/c1ccc(-c2ccc(Cl)c(C(=O)O)c2)o1,100.0,91.0,·,94.0,95.0,21,1.9,0.8,89.0,94.0,11
O=C(C1=C[C@@H](c2ccc(Br)cc2)C[C@@H](OCCCCO)O1)N1CCN(Cc2ccc3c(c2)OCO3)CC1,99.0,96.0,·,94.0,95.0,7,2.7,0.8,98.0,96.0,20
CCOC(=O)C1[C@H]2C(=O)N(C(C)c3ccc(OC)cc3)C[C@]23C=C[C@H]1O3 (stereo not given in full),98.0,99.0,23.2,109.0,101.0,19,1.6,0.9,110.0,102.0,10
CCn1nccc1C(=O)Nc1ccc(S(=O)(=O)NC23CC4CC(CC(C4)C2)C3)cc1,98.0,97.0,·,98.0,98.0,21,4.0,3.3,106.0,99.0,20
CCCO/N=C1/C(=O)N(c2ccccc2)c2ccccc21,104.0,96.0,-5.1,96.0,100.0,10,26.2,1.6,99.0,98.0,70

# Whole records from above. Order of screens: Rab7 wt GTP bind	Rac1 mut GTP	Pf gametocyte	Cdc42 wt	Rab2 wt GTP	Avidin bead fluor	ABCG2 block	ABCB1 inh	Rac1 wt GTP bind	HRas wt GTP bind	GSH fluor
# NC(=O)NCCC1=CCCCC1 is listed with 98.0	99.0	·	103.0	103.0	14	1.4	0.4	100.0	102.0	21
# Nc1nc(CSC(=S)N2CCN(c3ccccc3)CC2)nc(Nc2ccccc2)n1 is listed with 99.0	99.0	·	97.0	99.0	11	2.0	0.5	100.0	99.0	18
# CCCO/N=C1/C(=O)N(c2ccccc2)c2ccccc21 is listed with 104.0	96.0	-5.1	96.0	100.0	10	26.2	1.6	99.0	98.0	70

# Carrying on:
SMILES,Rab7 wt GTP bind,Rac1 mut GTP,Pf gametocyte,Cdc42 wt,Rab2 wt GTP,Avidin bead fluor,ABCG2 block,ABCB1 inh,Rac1 wt GTP bind,HRas wt GTP bind,GSH fluor
O=C(Nc1cnn(Cc2ccc(F)cc2)c1)c1cnccn1,103.0,100.0,·,98.0,101.0,5,21.5,3.8,104.0,98.0,50
C=C(CCC(=O)c1ccccc1)C(=O)c1ccccc1,95.0,95.0,·,95.0,94.0,6,8.6,1.7,100.0,93.0,11
COc1ccc(NC(=O)N(C2CCCCC2)C(C)c2cccnc2)c(OC)c1 (stereo not given),96.0,96.0,·,98.0,98.0,19,3.8,1.9,97.0,99.0,7
NC(=O)CCNC(=O)c1ccc(Cl)cc1,99.0,100.0,·,101.0,101.0,6,0.9,0.8,105.0,101.0,29
Cc1ccc(Oc2nc(CN3CCOCC3)nc3sc4c(c23)CCC(C)C4)cc1C (stereo not given),102.0,100.0,-32.4,98.0,101.0,3,-5.8,-1.6,105.0,99.0,9
COc1ccc(C2=NN(C(=O)CCC(=O)O)C(c3cccs3)C2)cc1OC (stereo not given),98.0,96.0,·,98.0,97.0,10,0.6,0.0,101.0,99.0,26
Cc1ccc(S(=O)(=O)N2CCN(S(=O)(=O)c3ccc4c(c3)OCCO4)CC2)cc1,99.0,94.0,·,97.0,96.0,8,-3.2,-2.2,95.0,98.0,24
O=C(COC(=O)c1cccs1)NCC1CCCCC1,105.0,94.0,·,97.0,99.0,12,2.8,0.7,100.0,100.0,14
COCCN(C(=S)Nc1c(C)cc(C)cc1C)C(C)c1cccnc1 (stereo not given),101.0,100.0,18.0,102.0,101.0,9,-5.6,-0.7,101.0,102.0,21
Cc1ccc2nc(NC(=O)C3CCCN3C(=O)OC(C)(C)C)sc2c1 (stereo not given),102.0,98.0,12.2,100.0,98.0,11,1.0,0.6,102.0,97.0,16
O=C(COc1ccccc1-c1ccccc1)N/N=C/c1cccnc1,94.0,98.0,18.3,96.0,97.0,6,6.7,1.7,99.0,97.0,18
COc1cccc(N2C(=O)N(c3ccccc3Cl)C3CS(=O)(=O)CC32)c1 (stereo not given),107.0,100.0,-13.4,103.0,107.0,7,0.2,0.1,107.0,106.0,26
Cc1ccc(S(=O)(=O)Nc2ccccc2C=Nc2cccc(C)c2C)cc1,96.0,95.0,8.7,100.0,93.0,6,-3.0,-0.6,96.0,96.0,11
O=C(C1CCCCC1)N1CCCc2ccccc21,98.0,97.0,-0.1,95.0,99.0,7,3.9,0.5,97.0,96.0,21
O=C1C2CCCN2C(c2ccccc2)N1c1ccc(F)cc1 (stereo not given),98.0,97.0,·,96.0,97.0,4,4.7,0.2,94.0,95.0,28
Cc1[nH]c2ccccc2c(=O)c1CN1CCCCC1,100.0,101.0,-17.0,102.0,100.0,3,7.6,1.2,105.0,102.0,36
O=C(c1ccc(Cn2c(=O)[nH]c3ccccc3c2=O)cc1)N1CCN(c2ccccn2)CC1,99.0,95.0,·,95.0,98.0,6,1.7,2.8,98.0,97.0,27
c1ccc2[nH]c(SCc3cn4ccccc4n3)nc2c1,95.0,94.0,0.3,95.0,96.0,11,17.1,0.4,97.0,95.0,14
COc1ccc(NC(=O)Cc2c[nH]c3ccccc23)cc1S(=O)(=O)N1CCOCC1,94.0,98.0,0.7,96.0,96.0,11,11.2,1.2,99.0,96.0,17
CS(=O)(=O)N(CC(=O)N1CCN(Cc2ccccc2)CC1)c1ccc2c(c1)OCCO2,98.0,100.0,·,99.0,103.0,9,4.2,1.3,103.0,99.0,13
CCCc1nc(NCC2CCCO2)c2nnn(Cc3ccccc3)c2n1 (stereo not given),97.0,99.0,·,100.0,100.0,6,5.4,1.6,103.0,100.0,80
Cc1cccc(NC(=S)NC(C)C(c2ccccc2)N2CCN(C)CC2)c1C (stereo not given),99.0,96.0,8.4,99.0,96.0,2,3.3,1.7,102.0,98.0,12
O=C(COC(=O)c1ccco1)Nc1nc2ccccc2s1,101.0,99.0,-12.1,103.0,102.0,14,3.1,0.5,103.0,102.0,8
CC(C(=O)N1CCCc2c1c(=O)oc1ccc(O)cc21)N1CCc2ccccc2C1 (stereo not given),94.0,96.0,·,101.0,98.0,38,-3.5,-0.5,104.0,98.0,22
CSc1ncc(-c2ccccc2)cn1,102.0,98.0,-15.2,94.0,98.0,9,1.1,0.2,99.0,97.0,11
O=C1CCOc2cc(OCc3ccccc3)ccc21,99.0,101.0,-36.7,101.0,102.0,7,-1.2,-0.2,105.0,103.0,21
Cc1cc(OCCNCCO)cc(C)c1Cl,98.0,97.0,·,100.0,97.0,18,3.2,0.4,99.0,99.0,36
CCOc1ccc(-n2nc3c(SCCN4CCCC4)nnc(C)c3c2C)cc1,102.0,101.0,19.1,103.0,100.0,40,0.6,-0.7,108.0,100.0,12
CCC(C)c1ccc(NC(=O)c2cccnc2)cc1 (stereo not given),97.0,96.0,·,97.0,98.0,10,7.6,0.6,96.0,96.0,26
O=C(COC(=O)CCc1ccc(S(=O)(=O)N2CCOCC2)cc1)Nc1ncc(C(F)(F)F)cc1Cl,101.0,102.0,·,105.0,102.0,30,3.8,1.3,106.0,102.0,18
CCC(C)c1c(O)nc(SCc2ccccc2)[nH]c1=O (stereo not given),101.0,98.0,·,99.0,97.0,12,-1.5,-0.6,99.0,100.0,27
Cn1c(Cn2nnc3ccccc32)nnc1SCC(=O)Nc1nccs1,97.0,96.0,4.3,101.0,98.0,13,5.6,0.3,102.0,98.0,18
O=C(Nc1nnc(CC2=CCCCC2)s1)c1cccs1,95.0,95.0,·,97.0,96.0,46,1.8,0.5,98.0,96.0,18
COc1cc(S(=O)(=O)N2CCCCC2)ccc1NC(=O)Cc1ccccc1,98.0,102.0,·,104.0,101.0,8,1.2,0.2,107.0,103.0,4
